CYP2C9 inhib: human CYP2C9 inhibition; inhibition, % at 5 µM; P11712; 96,000 tested, 20% active; CYP2C9 Supersomes, luciferin-H conversion, luminescence;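 active = blocking of liver enzyme CYP2C9 beyond about 50% at 5 µM, limit read from the data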; note: values of inactives mirror those of a sister screen read the other way
Target sequence (P11712 whole entry, looked up): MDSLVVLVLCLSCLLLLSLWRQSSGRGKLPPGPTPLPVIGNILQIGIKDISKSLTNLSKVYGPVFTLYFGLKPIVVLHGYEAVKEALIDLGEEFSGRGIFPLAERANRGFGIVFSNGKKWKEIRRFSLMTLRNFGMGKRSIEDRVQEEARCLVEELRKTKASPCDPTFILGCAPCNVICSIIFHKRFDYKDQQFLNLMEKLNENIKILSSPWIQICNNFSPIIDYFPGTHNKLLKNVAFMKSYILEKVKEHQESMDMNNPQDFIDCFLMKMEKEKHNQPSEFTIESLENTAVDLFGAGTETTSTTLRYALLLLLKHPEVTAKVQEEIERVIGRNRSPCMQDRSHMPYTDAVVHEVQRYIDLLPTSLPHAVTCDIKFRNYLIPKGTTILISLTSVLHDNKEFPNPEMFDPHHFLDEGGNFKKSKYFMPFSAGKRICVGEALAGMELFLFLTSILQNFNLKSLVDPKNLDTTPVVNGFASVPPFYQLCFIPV
Pyk2 oligo antag: Pyk2 (human) oligomerization antagonism | 99,000 tested, 0.83% active | z-score (the deposit names both 25 µM and 10 µM) | AID 1347419 | Q14289 | Q293 cells, Pyk2 FERM NanoBiT luminescence; active compounds read low;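 active = Z-score of -3 or lower, scaled per plate to the spread of control and sample wells; inactive = z-score above -3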;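 note: negative z-score means lost luminescence so less FERM oligomerization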
MT1-MMP txn act: activates MT1-MMP transcription; HT1080 MT1-MMP promoter luciferase reporter, luminescence, overnight; active compounds read high; activation factor at 10 µM; 86,000 tested, 0.16% active; AID 750;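 active = activation factor of at least 2 for MT1-MMP transcription at 10 µM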
CYP2C9 act: increases human cytochrome P450 2C9 activity. activation factor at 5 µM. 96,000 tested, 1.4% active. P11712. recombinant CYP2C9, luciferin-H conversion, luminescence; active compounds read high; factor 1 = untreated enzyme, 0 = blocked;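 active = activation factor of 2 or more for CYP2C9 at a 5 µM dose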;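 note: 0 = sulfaphenazole-blocked wells and 1 = vehicle-only wells; values of inactives mirror those of a sister screen read the other way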
CYP2C19 inhib: human CYP2C19 inhibition; P33261; CYP2C19 Supersomes, luciferin-H EGE luminescence, 30 min; inhibition, % at 5 µM; 96,000 tested, 21% active;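 active = CYP2C19 inhibition above a set limit at 5 µM in the primary screen, cut at about 50% in these data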;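 note: plate controls were negative control wells for no effect and 2.5 mM tranylcypromine positive control for full effect; values of inactives mirror those of a sister screen read the other way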
Target sequence (P33261 whole entry, looked up): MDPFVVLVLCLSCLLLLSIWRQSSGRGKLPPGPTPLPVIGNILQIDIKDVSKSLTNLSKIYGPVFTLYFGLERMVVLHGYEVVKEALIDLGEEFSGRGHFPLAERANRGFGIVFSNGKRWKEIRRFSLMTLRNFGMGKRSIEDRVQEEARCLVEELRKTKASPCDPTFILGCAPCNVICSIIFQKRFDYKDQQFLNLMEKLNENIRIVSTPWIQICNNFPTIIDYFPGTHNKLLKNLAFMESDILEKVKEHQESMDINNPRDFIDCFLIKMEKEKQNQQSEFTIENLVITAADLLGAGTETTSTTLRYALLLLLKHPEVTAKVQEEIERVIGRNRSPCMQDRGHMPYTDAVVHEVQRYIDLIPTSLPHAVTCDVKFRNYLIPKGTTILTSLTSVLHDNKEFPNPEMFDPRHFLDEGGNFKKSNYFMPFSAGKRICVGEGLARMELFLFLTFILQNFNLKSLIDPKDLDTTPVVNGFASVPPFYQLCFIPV
PLAP act: activates human placental alkaline phosphatase. purified PLAP enzyme, luminescent substrate read-out; active compounds read high. P05187. AID 696. 96,000 tested, 1.2% active. activation fold at 20 µM; in the data active = activation fold above about 2
Mac1 fbg enh: increases human CD11b/CD18 adhesion to fibrinogen. K562 CD11b/CD18 adhesion to fibrinogen, ATPlite luminescence. activation, % at 10 µM. 93,000 tested, 0.07% active. AID 1499;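 active = 10 µM primary screen giving 50% or more activity, confirmed by 40% or more on retest at that dose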; note: strong numbers were not always called active; reference of the scale not given here
CYP2C19 act: cytochrome P450 2C19 (human) activation. recombinant CYP2C19, luciferin-H EGE luminescence; active compounds read high; 0 = fully inhibited enzyme, 1 = untreated enzyme. AID 1025. 96,000 tested, under 10 active. activation factor at 5 µM. P33261;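 active = activation factor of at least 2 at 5 µM in the primary screen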;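 note: 0 = wells with 2.5 mM tranylcypromine and 1 = vehicle-only wells; values of inactives mirror those of a sister screen read the other way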
CD11b adhes inh: blocks human CD11b/CD18 adhesion to fibrinogen. K562 CD11b/CD18 adhesion to fibrinogen, ATPlite luminescence; Mn2+ added to activate the integrin. inhibition, % at 10 µM. 93,000 tested, 0.54% active. AID 1497;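 active = primary inhibition of 50% or more at 10 µM, then 40% or more on retest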; note: some results filed as inactive read as strong as hits
An asterisk follows results filed as active; x = not tested or not shown.

SMILES	CYP2C9 inhib	Pyk2 oligo antag	MT1-MMP txn act	CYP2C9 act	CYP2C19 inhib	PLAP act	Mac1 fbg enh	CYP2C19 act	CD11b adhes inh
CCOC(=O)N1CCN(C(=O)N2CCOCC2)CC1	-13	0.24	x	1.1	-3	0.8	-2	1	-1
CC1=CC(C)C2(CO)COC(c3ccccc3O)C1C2C (centres undefined)	64*	-0.28	1.1	0.4	90*	1.4	-4	0.1	7
COc1ccc(/C=C/C(=O)c2c(O)cc(C)oc2=O)c(OC)c1	15	-0.54	x	0.9	3	1	x	1	x
O=C(Cn1cnc2ccccc2c1=O)N1CCN(Cc2ccccc2)CC1	3	1.1	1.1	1	-5	1	2	1.1	-16
CCN(CC)S(=O)(=O)c1cccc(C(=O)NC(C(=O)NC2=NCCS2)C(C)C)c1 (centres undefined)	22	-0.21	1.1	0.8	22	1.1	-1	0.8	-8
COc1cc2c(=O)n(Cc3ccccc3)c(=O)n(CC(=O)NCc3ccco3)c2cc1OC	-16	-0.83	1.1	1.2	-4	0.8	x	1	x
O=[N+]([O-])c1cccnc1N1CCOCC1	-7	-0.01	x	1.1	-11	0.9	-1	1.1	-5
Cc1ccccc1NC(=S)NC(NC(=O)C(C)(C)C)C(Cl)(Cl)Cl (centres undefined)	97*	-0.94	x	0	23	1	-7	0.8	10
Cc1nc(CS(=O)(=O)c2ccccc2)cc(Sc2ccccc2Cl)n1	49	1.5	x	0.5	47	1	-3	0.5	-12
COC(=O)Cc1cc(=O)n2[nH]cnc2n1	-5	0.48	1	1.1	30	1	x	0.7	x
CCCCSc1nc2c(cnn2-c2ccc(F)cc2)c(=O)[nH]1	36	x	1	0.6	-6	1.4	3	1.1	-16
Cc1cc(=O)oc2c(C)c(OCC(=O)N(C)C)ccc12	36	-0.27	x	0.6	11	1.3	-2	0.9	-1
CC(=O)CC(=O)Nc1cccc2c1CCCC2	-22	-0.51	1.2	1.2	13	1.8	-1	0.9	-6
O=C(Nc1ccc(F)cc1F)N1CCN(C/C=C/c2ccccc2)CC1	31	x	0.9	0.7	20	1.5	-2	0.8	-4
O=C(O)CSCc1nc2ccccc2s1	-10	0.38	1.6	1.1	-10	0.8	-4	1.1	-2
Cc1cc(C)c2c(=O)n(-c3ccccc3)[nH]c2n1	-5	-0.57	1.3	1.1	-3	1	-4	1	-1
CS(=O)(=O)c1sc2nc(-c3ccccc3)cc(-c3ccccc3)c2c1N	19	0.64	1	0.8	-3	1.7	-1	1	-6
Clc1cccc(N2CCN(CCNc3nc4ccccc4n4cnnc34)CC2)c1	17	0.17	1.1	0.8	3	1.1	0	1	6
COc1ccc(O)c(/C=N/NC(=O)CSc2nnc(C)n2-c2ccccc2)c1	-11	-0.52	x	1.1	-3	1.5	x	1	x
CCOC(=O)c1sc(N/N=C/c2cccc(C)c2)nc1C	29	-2.4	x	0.7	5	1.2	-6	0.9	8

Shown with two lines to a compound: entries from further up
Each structure is followed by: CYP2C9 inhib	Pyk2 oligo antag	MT1-MMP txn act	CYP2C9 act	CYP2C19 inhib	PLAP act	Mac1 fbg enh	CYP2C19 act	CD11b adhes inh
- CCN(CC)S(=O)(=O)c1cccc(C(=O)NC(C(=O)NC2=NCCS2)C(C)C)c1 (centres undefined)
    22	-0.21	1.1	0.8	22	1.1	-1	0.8	-8
- COc1cc2c(=O)n(Cc3ccccc3)c(=O)n(CC(=O)NCc3ccco3)c2cc1OC
    -16	-0.83	1.1	1.2	-4	0.8	x	1	x
- O=[N+]([O-])c1cccnc1N1CCOCC1
    -7	-0.01	x	1.1	-11	0.9	-1	1.1	-5
- Cc1ccccc1NC(=S)NC(NC(=O)C(C)(C)C)C(Cl)(Cl)Cl (centres undefined)
    97*	-0.94	x	0	23	1	-7	0.8	10
- Cc1nc(CS(=O)(=O)c2ccccc2)cc(Sc2ccccc2Cl)n1
    49	1.5	x	0.5	47	1	-3	0.5	-12

(list continues)
SMILES	CYP2C9 inhib	Pyk2 oligo antag	MT1-MMP txn act	CYP2C9 act	CYP2C19 inhib	PLAP act	Mac1 fbg enh	CYP2C19 act	CD11b adhes inh
Cc1noc(C)c1S(=O)(=O)N1CCC(Cc2ccccc2)CC1	59*	-0.67	1.1	0.4	21	1.1	2	0.8	2
CCC(=O)Nc1cc(-c2nn(CC(=O)N3CCCCC3)c(=O)c3ccccc23)ccc1N1CCOCC1	28	2.1	1.1	0.7	15	1.5	-3	0.8	-6
CC(C)(C)NC(=O)c1ccccc1-c1nc(-c2ccccc2Cl)no1	100*	-0.71	1.3	0	85*	1.5	7	0.2	27
O=C(CSc1nnc(C2COc3ccccc3O2)o1)N1CCCCC1 (centres undefined)	-20	x	1.2	1.2	17	0.8	-3	0.8	2
Cc1noc(C)c1S(=O)(=O)N(CC(=O)O)c1ccc2c(c1)OCO2	25	1.4	0.9	0.8	7	0.9	-3	0.9	-1
O=C(/C=C/c1ccccc1Cl)c1cccnc1	13	-0.91	1	0.9	54*	0.9	4	0.5	-10
COc1cc(/C=C2\SC(c3ccc(C)cc3)=NC2=O)cc(OC)c1O	82*	0.02	x	0.2	71*	0.7	10	0.3	-6
COC(=O)c1ccc(Cl)c(NC(C)=O)c1	-6	1	1.2	1.1	2	1	1	1	-18
CCCOC(=O)Nc1sc2c(c1C(=O)OCC)CCC2	20	0.15	1.2	0.8	-7	1	-1	1.1	-5
Cn1c(=O)c2c(-c3ccccc3)n(Cc3cccnc3)cc2n(C)c1=O	21	-0.26	1.1	0.8	19	1.4	-1	0.8	-8
COc1ccccc1CC(=O)Nc1ccc(-c2noc(COc3cccc(C)c3C)n2)cc1	63*	x	x	0.4	25	0.9	-2	0.8	3
COC(=O)[C@@H](NC(=O)N(C1CCCCC1)C1CCCCC1)C(C)C	30	0.28	1.3	0.7	17	1.4	x	0.8	x
CSc1nc2[nH]c3c(c2c2nnnn12)CCCC3	45	-0.13	1.1	0.5	29	1	-5	0.7	-5
CCCCSc1nc2sc3c(c2c(=O)[nH]1)CCC3	12	1.2	1.1	0.9	-1	1.3	4	1	-13
Cc1ccc(S(=O)(=O)N(C)CC(=O)NC2CC(C)(C)NC(C)(C)C2)cc1	-18	1.4	1.2	1.2	-17	0.9	0	1.2	2
O=C(NC1CCCCC1)N(Cc1nc2ccccc2c(=O)[nH]1)C1CCCC1	29	-0.96	1.1	0.7	34	1.2	-2	0.7	4
Cc1ccc(OCc2nc(-c3ccccc3)no2)c(C)c1	59*	-1.3	1.1	0.4	72*	0.6	-2	0.3	22
Clc1ccc(Oc2ncnc3oc(-c4ccccc4)cc23)cc1	-13	0.89	x	1.1	0	1.2	-3	1	-1
CC(C)CC(=O)Nc1ccc(OCC(=O)O)cc1	-8	-0.5	1.1	1.1	-9	1.1	-2	1.1	-16
C=CCn1c(C#N)c(N)sc1=N	2	0.82	1.1	1	-7	1.1	1	1.1	-3

Profiles, looked up by structure.
CCCOC(=O)Nc1sc2c(c1C(=O)OCC)CCC2 in the list: CYP2C9 inhib: 20; Pyk2 oligo antag: 0.15; MT1-MMP txn act: 1.2; CYP2C9 act: 0.8; CYP2C19 inhib: -7; PLAP act: 1; Mac1 fbg enh: -1; CYP2C19 act: 1.1; CD11b adhes inh: -5
COC(=O)[C@@H](NC(=O)N(C1CCCCC1)C1CCCCC1)C(C)C in the list: CYP2C9 inhib: 30; Pyk2 oligo antag: 0.28; MT1-MMP txn act: 1.3; CYP2C9 act: 0.7; CYP2C19 inhib: 17; PLAP act: 1.4; Mac1 fbg enh: x; CYP2C19 act: 0.8; CD11b adhes inh: x
Cc1ccc(OCc2nc(-c3ccccc3)no2)c(C)c1 in the list: CYP2C9 inhib: 59*; Pyk2 oligo antag: -1.3; MT1-MMP txn act: 1.1; CYP2C9 act: 0.4; CYP2C19 inhib: 72*; PLAP act: 0.6; Mac1 fbg enh: -2; CYP2C19 act: 0.3; CD11b adhes inh: 22

(cont.)
SMILES	CYP2C9 inhib	Pyk2 oligo antag	MT1-MMP txn act	CYP2C9 act	CYP2C19 inhib	PLAP act	Mac1 fbg enh	CYP2C19 act	CD11b adhes inh
O=C(Cn1c(-c2ccccc2)noc1=O)Nc1ccc(S(=O)(=O)N2CCOCC2)cc1	73*	-0.89	1.1	0.3	23	1	1	0.8	13
CCCNC(=O)c1cnc(Sc2ncc(C(F)(F)F)cc2Cl)n1C	71*	1.4	1.1	0.3	24	0.8	1	0.8	-19
COCCNC(=O)c1noc2c1CCc1cc(OC)ccc1-2	59*	0.98	1.5	0.4	20	1.1	-1	0.8	-1
O=C(CSc1ncc(-c2ccc(F)cc2)[nH]1)Nc1cccc(O)c1	10	-0.07	1.1	0.9	51*	0.9	-2	0.5	-20
CC(Cc1cccs1)NC(=O)Nc1ccc(Cl)cc1 (centres undefined)	30	-1.2	x	0.7	68*	1	-2	0.3	11
COc1cc(C)c2occ(/C(C)=N\O)c2c1	12	4.6	1.1	0.9	15	0.9	-2	0.9	0
Cc1cc([N+](=O)[O-])ccc1NCc1ccc2ccccc2c1	77*	-1.1	x	0.2	36	0.4	x	0.6	x
COc1cc(/C=N/NC(N)=S)ccc1OCC(=O)Nc1ccc(C)cc1	-2	0.23	x	1	-4	0.9	-4	1	-10
CCNC(=O)CCn1nc(-c2ccc(Cl)cc2)c2ccccc2c1=O	31	1.5	1.1	0.7	65*	1.2	x	0.3	x
Clc1ccc(-c2nnc(C34CC5CC(CC(C5)C3)C4)o2)cn1	1	-0.23	x	1	6	0.8	-3	0.9	-12
CC1=CC(C)(C)Nc2ccc(OC(=O)c3cccnc3)cc21	41	-0.28	0.8	0.6	71*	1	0	0.3	2
COCCCNS(=O)(=O)c1ccc(OC)c(Cl)c1Cl	-268	-0.39	1.1	3.7*	88*	0.8	0	0.1	-6
CC(=O)Nc1cc(C(=O)N2CCCC2)ccc1Sc1ccc(C)cc1	36	-2.1	x	0.6	65*	1.5	-4	0.4	-16
Brc1ccc(-c2nnc3n2CCCCC3)cc1	-3	0.55	1.1	1	22	0.9	-1	0.8	-13
O=C(NCCCn1ccnc1)c1cc(-c2ccc3c(c2)OCO3)on1	46	-0.04	1.4	0.5	66*	0.8	7	0.3	-17
COCCOC(=O)C1=C(C)NC2=C(C(=O)CC(C)(C)C2)C1c1cc2c(cc1Br)OCO2 (centres undefined)	81*	-1.2	1.1	0.2	94*	1.7	-5	0.1	-1
CCc1ccc(C(=O)COc2ccc(NC(C)=O)cc2)cc1	77*	0.91	x	0.2	88*	1.2	0	0.1	-28
CCc1cc(/C(Cc2cscn2)=N\O)c(O)cc1O	39	-0.57	x	0.6	31	0.9	0	0.7	-5
O=C(CSc1ccccc1)Nc1cccc(NC(=O)c2ccco2)c1	44	-0.61	x	0.6	36	0.7	x	0.6	x
c1ccc(Cc2nn3c(Cn4cnc5ccccc54)nnc3s2)cc1	24	0.97	1.2	0.8	39	1	x	0.6	x
COc1cc(C)ccc1NC(=O)c1ccc(S(=O)(=O)N2CCOCC2)cc1	-189	0.33	1.1	2.9*	-6	1.1	x	1.1	x
N#Cc1nc(COc2ccc(Br)cc2)oc1NCCN1CCOCC1	11	1	1.2	0.9	22	1.4	0	0.8	-6
COC(=O)CSc1nnc(CSc2nc(C)cc(C)n2)n1Cc1ccco1	14	-1.2	1.1	0.9	45	1.2	-1	0.5	-49
CCCCn1nnnc1SCC(=O)NNC(=O)C1CCCCC1	6	1.1	x	0.9	10	1.7	-1	0.9	-5

Sorted by molar mass (rising): some entries from above
SMILES	CYP2C9 inhib	Pyk2 oligo antag	MT1-MMP txn act	CYP2C9 act	CYP2C19 inhib	PLAP act	Mac1 fbg enh	CYP2C19 act	CD11b adhes inh
CCCCn1nnnc1SCC(=O)NNC(=O)C1CCCCC1	6	1.1	x	0.9	10	1.7	-1	0.9	-5
c1ccc(Cc2nn3c(Cn4cnc5ccccc54)nnc3s2)cc1	24	0.97	1.2	0.8	39	1	x	0.6	x
N#Cc1nc(COc2ccc(Br)cc2)oc1NCCN1CCOCC1	11	1	1.2	0.9	22	1.4	0	0.8	-6

Screening data as filed in PubChem BioAssay.
